FLuc inh counter = firefly luciferase enzyme inhibitors, primary screen, artefact control for luciferase-based inhibitor screens, biochemical, luminescence, ATPLite; 200,000 compounds, 1.5% hits; inhibition, % at 10 µM; AID 1006, 2008; 10 min; Luciferin 4-monooxygenase (Photinus pyralis), P08659;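 active = inhibition above about 50% when tested at 10 µM, limit read from the data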
FLuc act counter = FLuc activators, initial screening, artefact control for FLuc-dependent activation tests, biochemical, ATPlite luminescence; ATPlite luciferase biochemical, 10 min; 0 = ATP-free wells, 1 = DMSO control; activation factor at 10 µM; 200,000 tested, under 10 active;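 active = luciferase activation factor, scaled between plate controls, of at least 2 with compound at 10 µM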
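Material: Luciferase/luciferin reagent mix | Doses: Test compounds dosed from 2 mM stocks in 100% DMSO | Timing: 10 min incubation after luciferase reagent addition, room temperature | Measured by: Luminescence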
RAM inhibit = inhibitors of the yeast RAM network, primary screen, dse1pr::URA3 reporter, 5-FOA selection; AID 868, 2007; inhibition, % at 50 µM; S. cerevisiae dse1pr::URA3 reporter, 5-FOA growth OD615, 2 d; analog-sensitive cbk1-as2 kinase mutant strain; 190,000 compounds, 1.8% hits;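 active = inhibition above a set limit, 3 SD over mean compound inhibition, cut at about 8.4% in these data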;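 also: 0% = DMSO-only wells with no growth and 100% = 10 µM 1-NA-PP1 full growth; inhibition rescues growth on 5-FOA so higher OD means more RAM inhibition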
bIAP inh = bovine intestinal alkaline phosphatase inhibitors, primary screen, selectivity assay for TNAP inhibitor project, biochemical, bovine IAP, CDP-star luminescence; 190,000 tested, under 10 active; alkaline phosphatase, intestinal [Bos taurus]; inhibition, % at 20 µM; purified bovine IAP, 30 min; AID 1019, 2008;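 active = over 50% inhibition of intestinal alkaline phosphatase at 20 µM in the single-dose screen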
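test system = bovine IAP enzyme | medium = DEA buffer 100 mM, pH 9.8, with MgCl2 1.0 mM, ZnCl2 0.02 mM | detection = luminescence | dosing = single compound dose of 20 µM, 2% DMSO final | incubation = 30 min reaction at room temperature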
bIAP activator = bovine intestinal alkaline phosphatase activators, primary screen, biochemical, bovine IAP, CDP-star luminescence | purified bovine IAP, 30 min; stronger effect = higher value; fold of DMSO-control signal, blank-subtracted | alkaline phosphatase, intestinal [Bos taurus] | 200,000 compounds, 0.17% hits | activation factor at 20 µM | AID 1016, 2008;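 active = activation factor of 2 or more at 20 µM, a signal rise over negative controls twice the positive control's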
TNAP inh hi DEA = human TNAP enzyme inhibitors, primary screen, biochemical, luminescent, high phosphate acceptor level, uHTS. Alkaline phosphatase, tissue-nonspecific isozyme (Homo sapiens), P05186. purified TNAP, CDP-star luminescence, 1 M DEA. inhibition, % at 20 µM. 200,000 compounds, 0.03% hits;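 active = over 50% inhibition of tissue-nonspecific alkaline phosphatase at 20 µM in the single-dose screen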;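 also: plate controls were DMSO wells for no effect and EDTA-quenched wells as full inhibition for full effect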
Target sequence (P05186 whole entry, looked up): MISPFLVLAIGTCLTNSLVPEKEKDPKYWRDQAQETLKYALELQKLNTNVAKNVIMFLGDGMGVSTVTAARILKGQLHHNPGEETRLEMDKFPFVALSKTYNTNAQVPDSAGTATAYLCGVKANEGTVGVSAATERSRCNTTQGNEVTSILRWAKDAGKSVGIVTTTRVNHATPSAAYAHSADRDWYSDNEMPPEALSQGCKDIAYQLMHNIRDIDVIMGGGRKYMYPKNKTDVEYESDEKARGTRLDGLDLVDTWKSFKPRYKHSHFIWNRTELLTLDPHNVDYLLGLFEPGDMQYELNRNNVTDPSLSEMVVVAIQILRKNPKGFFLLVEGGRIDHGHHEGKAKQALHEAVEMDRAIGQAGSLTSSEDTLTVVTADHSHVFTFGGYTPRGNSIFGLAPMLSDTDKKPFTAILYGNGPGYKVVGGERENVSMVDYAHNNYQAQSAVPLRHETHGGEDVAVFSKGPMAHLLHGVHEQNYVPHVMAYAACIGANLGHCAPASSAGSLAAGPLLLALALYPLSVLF
APP 5UTR inh = inhibitors of APP translation via 5'UTR reporter, primary screen, APP 5'UTR luciferase, SH-SY5Y cells; SH-SY5Y APP 5'UTR-luciferase reporter, luminescence; inhibition, % at 2 µM; 190,000 compounds, 0.82% hits; AID 1285, 2008;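 active = inhibition above a set limit, derived from the sample mean plus 3 SD, cut at about 45% in these data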; also: values of inactives mirror those of a sister screen read the other way
TNAP act hi DEA = TNAP activators at high phosphate acceptor level, primary screen, biochemical, luminescence, uHTS. AID 1136, 2008. 200,000 tested, under 10 active. activation factor at 20 µM. purified TNAP, CDP-star luminescence, 1 M DEA, 30 min; stronger effect = higher value; 0 = EDTA background, 1 = DMSO-only activity;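 active = activation factor at least 2 at 20 µM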
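system = human TNAP | amount = enzyme diluted 1/800 final | reagent = 100 µM CDP-star substrate | signal = luminescent substrate turnover signal | dosing = one dose, 20 µM | benchmarks = EDTA negative control, DMSO positive control | measure = activation factor | timing = 30 min reaction, room temperature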
TNAP inh noacc = human TNAP enzyme inhibitors, primary screen, biochemical, luminescent, no phosphate acceptor, uHTS; 200,000 compounds, 0.26% hits; Alkaline phosphatase, tissue-nonspecific isozyme (Homo sapiens), P05186; purified TNAP, CDP-star luminescence, 30 min; inhibition, % at 20 µM;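 active = tissue-nonspecific alkaline phosphatase inhibition above about 50% at 20 µM in the single-dose screen, limit read from the data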;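 also: 0% = DMSO negative control and 100% = EDTA positive control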
L major viab = Leishmania major promastigote growth inhibition, primary screen; Leishmania major promastigotes, resazurin fluorescence viability; inhibition, % at 10 µM; 200,000 compounds, 9% hits; AID 1063, 2008; in the data active = inhibition above about 50%;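 also: promastigotes grown with compound for 44 hours at 28 °C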
Active calls of the source: *; / = not tested or not shown.

SMILES	FLuc inh counter	FLuc act counter	RAM inhibit	bIAP inh	bIAP activator	TNAP inh hi DEA	APP 5UTR inh	TNAP act hi DEA	TNAP inh noacc	L major viab
Cc1ccc2cc(CN(Cc3ccco3)C(=O)c3cccs3)c(=O)[nH]c2c1	-6	1.1	2.6	18	0.8	-3	-8	1	-11	4
COC(=O)c1ccccc1NC(=O)Cn1cnc2c(cnn2-c2ccccc2)c1=O	-10	1.1	3.0	14	0.9	-2	-1	1	-1	-8
CCNC(=S)N(CCc1cccc(C)c1)Cc1cc2cc(OC)c(OC)cc2[nH]c1=O	-4	1	0.7	45	0.5	2	-21	1	-13	8
c1csc(Cn2nnnc2CN2CCN(c3nc4ccccc4s3)CC2)c1	-3	1	2.0	2	1	-5	1	1	-4	38
CC(C)(C)c1nc(SCC(=O)NCc2cccs2)c2ccccc2n1	-8	1.1	1.0	-1	1	-3	9	1	-7	8
CN(C)CCCNC(=S)NCc1ccc(Cl)cc1	-2	1	0.2	6	0.9	2	7	1	2	-6
O=C(O)CCn1[nH]c(=O)ccc1=O	-4	1	0.3	4	1	-3	-17	1	-8	-4
COc1ccc(Cc2nc(C(=O)Nc3ccc(F)cc3)cs2)cc1	-1	1	16*	/	0.3	-2	3	1	-19	-6
CC(=O)Nc1ccc(S(=O)(=O)NC(=O)C23CC4CC(CC(C4)C2)C3)cc1	-5	1.1	0.8	5	1	-8	-11	1.1	-12	-8
COc1ccc(NC(=O)COC(=O)c2ccc(NS(=O)(=O)/C=C/c3ccccc3)cc2)cc1	0	1	4.5	15	0.9	5	2	0.9	-11	-5
CCOc1ccccc1NC(=O)N1CCC(NC(=O)c2cccc(C)c2)CC1	7	0.9	-0.3	-6	1.1	0	1	1	-4	8
O=C(NCCN1CCOCC1)c1cc(=O)[nH]c2ccc(Br)cc12	-8	1.1	1.7	4	1	-6	/	1.1	-11	-3
COC(=O)Nc1nnc(SCc2ccc(C)cc2)s1	11	0.9	3.6	-4	1	1	-10	1	-3	-1
Cn1c(SCc2nnc(-c3ccccc3)o2)nc2ccccc21	-4	1	1.0	10	0.9	-4	-14	1	-17	3
Cc1ccc(Cl)cc1N1CCN(Cc2nnnn2C2CCCCC2)CC1	1	1	0.9	-7	1.1	0	-3	1	3	17
CCC(=O)Nc1nc2nc(-c3ccccc3)cc(-c3ccccc3)n2n1	-8	1.1	4.4	4	1	2	8	1	10	3
Cc1ccc(CNc2nc(N)c([N+](=O)[O-])c(Nc3cccc(F)c3)n2)cc1	-10	1.1	4.7	35	0.7	-4	7	1	24	4
Cc1nn(-c2nc3ccccc3[nH]2)c(=O)c2ccccc12	97*	0	-1.4	-25	1.3	-4	74*	1	-51	18
COc1ccc(/C=C2/C(=O)N(c3nc4ccccc4s3)N=C2CSc2ccc(Cl)cc2)cc1	-5	1.1	6.4	-13	1.1	8	-12	0.9	9	100*
Cc1ccc(C(C)(C)C)cc1S(=O)(=O)Nc1cccc(S(=O)(=O)NC2=NCCC2)c1	-8	1.1	1.1	4	1	-5	4	1	-10	-6
Cc1oc(-c2ccccc2F)nc1CS(=O)(=O)CC(=O)NCCN(C)C1CCCCC1	-6	1.1	2.6	-9	1.1	-10	1	1.1	-14	1
Cc1cc(CSc2ccccc2)ccc1NC(=O)COc1ccccc1	-13	1.1	8.6*	10	0.9	-6	12	1.1	0	-2
CC(=O)c1ccc(C(C)(C)c2ccc(C(C)=O)s2)s1	0	1	0.3	12	0.9	0	7	1	-9	0
Cc1ccccc1N1CCN(Cc2nc(Cc3ccccc3)no2)CC1	-4	1	0.5	-4	1	-7	-18	1.1	-10	0

Gathered by group, the compounds so far containing four or more nitrogen atoms
SMILES	FLuc inh counter	FLuc act counter	RAM inhibit	bIAP inh	bIAP activator	TNAP inh hi DEA	APP 5UTR inh	TNAP act hi DEA	TNAP inh noacc	L major viab
COC(=O)c1ccccc1NC(=O)Cn1cnc2c(cnn2-c2ccccc2)c1=O	-10	1.1	3.0	14	0.9	-2	-1	1	-1	-8
c1csc(Cn2nnnc2CN2CCN(c3nc4ccccc4s3)CC2)c1	-3	1	2.0	2	1	-5	1	1	-4	38
Cn1c(SCc2nnc(-c3ccccc3)o2)nc2ccccc21	-4	1	1.0	10	0.9	-4	-14	1	-17	3
Cc1ccc(Cl)cc1N1CCN(Cc2nnnn2C2CCCCC2)CC1	1	1	0.9	-7	1.1	0	-3	1	3	17
CCC(=O)Nc1nc2nc(-c3ccccc3)cc(-c3ccccc3)n2n1	-8	1.1	4.4	4	1	2	8	1	10	3
Cc1ccc(CNc2nc(N)c([N+](=O)[O-])c(Nc3cccc(F)c3)n2)cc1	-10	1.1	4.7	35	0.7	-4	7	1	24	4
Cc1nn(-c2nc3ccccc3[nH]2)c(=O)c2ccccc12	97*	0	-1.4	-25	1.3	-4	74*	1	-51	18
Cc1ccccc1N1CCN(Cc2nc(Cc3ccccc3)no2)CC1	-4	1	0.5	-4	1	-7	-18	1.1	-10	0

(continued)
SMILES	FLuc inh counter	FLuc act counter	RAM inhibit	bIAP inh	bIAP activator	TNAP inh hi DEA	APP 5UTR inh	TNAP act hi DEA	TNAP inh noacc	L major viab
COc1cccc(CNCCOCCO)c1OC	-4	1	-1.6	3	1	-4	-6	1	-10	0
CCc1ccc(N2CCN(C(=O)N3CCOCC3)CC2)cc1	-7	1.1	0.4	2	1	-9	-13	1.1	-11	7
Cc1ccc(-n2c(SCC(=O)Nc3cccc(S(N)(=O)=O)c3)nc3ccccc32)cc1	-5	1.1	6.6	1	1	0	-4	1	-18	78*
c1ccc2c(c1)oc1c(Nc3ccc4c(c3)OCO4)ncnc12	7	0.9	3.6	-10	1.1	-5	-80	1.1	-6	5
O=C(CSc1ccccn1)N/N=C/c1ccccc1[N+](=O)[O-]	0	1	-0.2	-10	1.1	-4	-8	1	-4	-1
Cn1c(N/N=C/c2ccccc2)nc2sc3c(c2c1=O)CCC3	19	0.8	0.8	6	0.9	-2	-3	1	-17	0
Cc1ccc(O)c(NC(=S)NC(=O)CC(C)C)c1	16	0.8	1.6	27	0.7	0	-16	1	-8	16
O=C(CCC(=O)c1ccccc1)NCCOc1ccccc1	-4	1	1.1	10	0.9	-5	0	1.1	-9	1
CC(=O)Nc1ccc(SCC(=O)c2cc(C)n(C)c2C)cc1	-4	1	0.6	0	1	-6	-2	1.1	-14	1
Cc1cc(C(=O)CCl)c(C)n1-c1cccc(S(=O)(=O)N2CCOCC2)c1	0	1	2.9	3	1	4	8	1	-3	101*
CCCC(=O)Nc1ccc(C(=O)NCc2ccccn2)cc1	-1	1	-0.6	-6	1.1	0	2	1	-11	-5
CCN1CCCc2cc(CN(CCN3CCOCC3)C(=S)Nc3ccc(OC)c(Cl)c3)ccc21	-6	1.1	-0.1	4	1	-4	-20	1	-11	-3
CN(C)S(=O)(=O)c1cc(NC(=O)COC(=O)Cc2ccc(Cl)cc2Cl)ccc1Cl	-7	1.1	2.0	42	0.6	-1	0	1	-16	-4
CCOC(=O)C1NN=C(C(=O)c2ccc(C)cc2)C1c1ccc(C)cc1 (stereo not given)	-8	1.1	1.8	0	1	-2	-1	1	-6	-8
Cn1c(SCC(=O)N2CCc3ccccc3C2)nnc1-c1ccncc1	-2	1	1.4	13	0.9	-2	6	1	-6	0
COc1ccc(CCNC(=O)CC2Oc3ccc(Cl)cc3NC2=O)cc1OC (stereo not given)	-3	1	3.2	4	1	-5	12	1	-10	1
N#Cc1cc(NC(=O)c2ccc(F)cc2)c(=O)n2c1[nH]c1ccccc12	5	0.9	4.6	-20	1.2	0	-9	1	-9	-1
COc1ccc(C2=NOC(C(=O)N3CCCc4ccccc43)C2)cc1 (stereo not given)	16	0.8	0.3	-8	1.1	1	-22	1	-11	9
Cc1ccc(-c2ccc(=O)n(CC(=O)NCCCN3CCCCC3)n2)cc1	-2	1	1.5	-4	1	-5	12	1	-8	-3
Cc1cc(CNC(=O)c2cc(COc3c(F)cccc3F)on2)nn1C	-10	1.1	3.7	8	0.9	-5	-3	1.1	-6	-1
COc1cccc(Sc2ccccc2CN(C)C)c1	-8	1.1	0.0	4	1	-1	2	1	-10	6
O=C(CCCN1C(=O)c2ccccc2C1=O)NCCN1C(=O)S/C(=C\c2cccs2)C1=O	2	1	3.4	7	0.9	-3	-11	1	6	30
COc1cccc(/C=N/NC(=O)CN2CC(c3ccccc3)CC2=O)c1OC (stereo not given)	-3	1	2.0	5	1	0	-12	1	-24	-2
CC(C)(C)C(=O)COC(=O)c1cc(-c2cccnc2)nc2ccccc12	-5	1	-1.0	-11	1.1	-4	9	1	-6	12
CCOC(=O)C1CCN(C(=O)c2cc(OCC)c(OCC)c(OCC)c2)CC1	-9	1.1	-0.7	9	0.9	-3	-7	1	-1	2
CC(=O)Oc1ccc(NC(=O)CSc2ccccc2)cc1	-2	1	-0.3	22	0.8	1	1	1	-6	-3

3 entries drawn at random from the list so far, as already listed:
SMILES	FLuc inh counter	FLuc act counter	RAM inhibit	bIAP inh	bIAP activator	TNAP inh hi DEA	APP 5UTR inh	TNAP act hi DEA	TNAP inh noacc	L major viab
CN(C)S(=O)(=O)c1cc(NC(=O)COC(=O)Cc2ccc(Cl)cc2Cl)ccc1Cl	-7	1.1	2.0	42	0.6	-1	0	1	-16	-4
COc1cccc(Sc2ccccc2CN(C)C)c1	-8	1.1	0.0	4	1	-1	2	1	-10	6
Cc1ccc(-c2ccc(=O)n(CC(=O)NCCCN3CCCCC3)n2)cc1	-2	1	1.5	-4	1	-5	12	1	-8	-3

Random draw from the library; about 13% have a hit in one of these screens.
